# Screening data from PubChem BioAssay.
# TMEM16A act – activators or potentiators of mouse TMEM16A chloride channel. actives 0.3% (n = 340,000). Q8BHY3. HEK293 TMEM16A/YFP-H148Q/I152L, iodide quench fluorescence; stronger effect = lower value. B-score at 10 µM. AID 623877;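 active = fluorescence-ratio B-score plate-corrected deviation score at least 3 library SD below zero, with starting fluorescence score within 5 deviations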;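 also: channel opened by trigger with iodide after compound preincubation; score built on the fluorescence ratio of max minus min over baseline; more negative score means more quench and so TMEM16A activation or potentiation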
# SKKanGAS inh – inhibitors of SKKanGAS S. pyogenes growth in kanamycin (SK-promoter or general growth effect) | actives 1.3% (n = 300,000) | BacTiter-Glo, 6 h | AID 1662 | inhibition, % at 7.5 µM;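 active = mean replicate score, as percent of positive control median, at least 50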;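 also: strain carries kanamycin resistance gene driven by streptokinase promoter and grows in 40 µg/ml kanamycin; loss of luminescence reflects streptokinase promoter inhibition or plain growth inhibition; 0% = median of DMSO wells and 100% = positive control at its reference dose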
# RGS4 act – RGS4 potentiation or activation; AID 463111; HEK293 M3R/inducible RGS4, carbachol calcium flux Fluo4; stronger effect = lower value; actives 0.92% (n = 310,000); B-score at 10 µM;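 active = B-score of the integrated calcium signal more than 4 SD below the library mean, with starting fluorescence not abnormally high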;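 also: negative B-score means reduced calcium response which marks RGS4 activation or potentiation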
#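 Reagent: ECmax carbachol challenge; Test system: M3R-expressing HEK293 line, RGS4 induced by doxycycline; Schedule: overnight RGS4 induction, 30 min dye load 37 °C, 20 min compound RT; Detection: calcium dye Fluo4 fluorescence; Read-out: Agonist-evoked peak-minus-minimum fluorescence over baseline, integrated ratio, B score.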
# KCNK9 inh – blocks the human KCNK9 two-pore domain potassium channel; Q9NPC2; HEK293 KCNK9, FluxOR thallium flux fluorescence; stronger effect = lower value; B-score at 10 µM; actives 1.2% (n = 310,000); AID 488922;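 active = ratio B-score over 3 SD below the library mean, with starting fluorescence within 5 SD of its mean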;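 also: negative B-score means less thallium flux so channel inhibition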
# KCNQ1 inh – inhibitors of human KCNQ1 potassium channel. P51787. CHO-K1 KCNQ1, FluxOR thallium flux fluorescence; stronger effect = higher value. B-score at 10 µM. actives 1.3% (n = 310,000). AID 2642;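 active = compounds whose thallium flux B-score, printed positive for inhibition, exceeds three library SD while starting fluorescence stays within three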;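 also: channel opened by potassium depolarization with thallium stimulus after 20 min compound exposure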
# KCNK3 inh – human KCNK3 channel inhibition, primary screen. actives 0.84% (n = 340,000). O14649. B-score at 10 µM. CHO-KCNK3 thallium flux, FluxOR fluorescence; stronger effect = lower value;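 active = B-score under library mean minus 4 SD, starting fluorescence ratio at most library mean plus 5 SD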;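 also: more negative B-score means stronger inhibition of thallium flux through KCNK3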
# hERG protect – shields human hERG channel from block by proarrhythmic agents | actives 0.51% (n = 310,000) | CHO-hERG, FluxOR thallium flux, dofetilide IC70 present | Q12809 | AID 1511 | activation (rescue from dofetilide block), less the hit threshold, % at 10 µM;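 active = activation above the mean of controls blocked by dofetilide plus 5 SD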;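 also: thallium influx through hERG after potassium depolarization seen as dye fluorescence rise; in these data hits start at about 4.7%; inactives centre near -7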
# Target sequence (Q12809 whole entry, looked up): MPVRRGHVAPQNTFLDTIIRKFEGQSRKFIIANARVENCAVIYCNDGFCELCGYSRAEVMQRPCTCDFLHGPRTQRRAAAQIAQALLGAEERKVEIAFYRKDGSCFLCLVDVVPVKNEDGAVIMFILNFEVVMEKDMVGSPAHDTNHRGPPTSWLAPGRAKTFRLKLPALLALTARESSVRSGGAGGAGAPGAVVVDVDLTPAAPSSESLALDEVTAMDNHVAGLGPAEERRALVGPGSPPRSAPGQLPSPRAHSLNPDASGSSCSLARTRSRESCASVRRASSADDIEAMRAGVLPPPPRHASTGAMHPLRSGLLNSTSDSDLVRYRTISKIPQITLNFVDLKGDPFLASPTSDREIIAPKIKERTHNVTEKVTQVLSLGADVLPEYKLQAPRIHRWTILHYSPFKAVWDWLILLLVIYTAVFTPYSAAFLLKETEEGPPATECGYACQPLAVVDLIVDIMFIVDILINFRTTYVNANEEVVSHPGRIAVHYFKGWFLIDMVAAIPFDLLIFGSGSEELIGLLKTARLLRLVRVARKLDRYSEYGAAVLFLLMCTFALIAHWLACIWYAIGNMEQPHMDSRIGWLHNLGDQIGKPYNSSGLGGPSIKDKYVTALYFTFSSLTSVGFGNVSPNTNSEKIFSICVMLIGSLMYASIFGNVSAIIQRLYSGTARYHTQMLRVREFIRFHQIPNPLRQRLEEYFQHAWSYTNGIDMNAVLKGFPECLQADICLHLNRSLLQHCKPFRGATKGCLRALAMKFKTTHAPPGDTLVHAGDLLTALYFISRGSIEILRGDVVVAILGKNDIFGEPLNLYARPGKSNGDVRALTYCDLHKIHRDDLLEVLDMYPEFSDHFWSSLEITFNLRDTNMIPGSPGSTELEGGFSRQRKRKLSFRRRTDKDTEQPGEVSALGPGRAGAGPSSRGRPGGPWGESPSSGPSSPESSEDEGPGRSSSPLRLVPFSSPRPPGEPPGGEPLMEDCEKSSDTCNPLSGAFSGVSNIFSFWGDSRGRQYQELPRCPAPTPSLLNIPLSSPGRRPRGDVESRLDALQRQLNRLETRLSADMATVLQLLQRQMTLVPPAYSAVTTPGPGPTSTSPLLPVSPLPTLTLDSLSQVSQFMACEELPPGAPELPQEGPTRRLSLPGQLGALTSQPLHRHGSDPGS
# KCNQ1 pot – human KCNQ1 channel potentiation or activation | P51787 | CHO-K1 KCNQ1, thallium flux FluxOR fluorescence; stronger effect = higher value | B-score at 10 µM | actives 0.35% (n = 310,000) | AID 2648;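 active = fluorescence ratio B-score, a plate-corrected score, at least three library SD, with initial intensity B-score within 5 SD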
#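 Assay system: stable KCNQ1 CHO-K1 line; medium: assay buffer, equal DMSO in all wells; timing: 90 min dye loading and 20 min compound exposure, both at room temperature; technique: kinetic FluxOR thallium fluorescence, 10-s 1-Hz baseline, 110-s post-stimulus read; read-out basis: B score of baseline-normalized fluorescence ratio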
# RGS4 inh – inhibitors of human RGS4; actives 0.45% (n = 310,000); B-score at 10 µM; P49798; HEK293 M3R/RGS4 inducible, Fluo-4 calcium flux; stronger effect = higher value; triggered by carbachol at its EC20;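 active = B-score, a plate-corrected calcium signal, over three deviations above library mean, with baseline fluorescence within five deviations of library mean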;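 also: RGS4 expression induced by doxycycline in cells with stable M3 receptor; B-score is computed from the integrated fluorescence ratio over baseline after carbachol; higher B-score means a larger calcium signal and so more RGS4 inhibition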
# ANO1 block – inhibitors of mouse TMEM16A calcium-activated chloride channel; HEK293 TMEM16A/YFP iodide influx fluorescence, ionomycin; normalized B-score (activity score, 25-100; higher = stronger inhibition) at 10 µM; actives 1.2% (n = 310,000);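 active = ratio plate-corrected score three or more library SD toward inhibition, starting fluorescence score within five deviations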;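 also: score derived from kinetic fluorescence span divided by baseline fluorescence per well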
# HDAC3 inhib – blocks human histone deacetylase 3. recombinant HDAC3, fluorogenic peptide/trypsin coupled, fluorescence. AID 2718. actives 0.15% (n = 320,000). inhibition, % at 8.3 µM. O15379; in the data active = inhibition above about 26%, passing the limit was not always enough
# Starred values were filed as active, the others as inactive; i = inactive; . = not tested or not shown; & = joins results of further samples.
SMILES,TMEM16A act,SKKanGAS inh,RGS4 act,KCNK9 inh,KCNQ1 inh,KCNK3 inh,hERG protect,KCNQ1 pot,RGS4 inh,ANO1 block,HDAC3 inhib
CCOc1ccc(CCNC(=O)COC(=O)C2CC2)cc1OCC,i,18,i,i,i,i,-17,i,i,i,-4
COc1ccc(-c2cc(C(=O)OCC(=O)Nc3cc(C)on3)c3ccccc3n2)cc1OC,i,-19,i,i,i,i,-4,i,i,i,5
Cc1nc(/C=C/c2ccccc2)cc(/C=C/c2ccccc2)n1,i,8,i,i,i,i,-9,i,i,i,3
COc1ccc(-n2c(SCC(=O)OC(C)C)nnc2-c2ccccn2)cc1,i,-6,i,i,i,i,-5,i,i,i,1
NC(=O)c1nsc(C(=O)N(CC(=O)NCc2ccco2)c2ccccc2F)c1N,i,-3,i,i,i,i,-4,i,i,i,1
COc1ccc(OC)c2c1C(=O)C(Cl)=C(Cl)C2=O,i,34,-8.2*,-9.8*,10*,-8.9*,-30,i,i,i,-6
O=C(CN1CCCCCC1)OCCN=C1NS(=O)(=O)c2ccccc21,i,-3,i,i,i,i,-1,i,i,i,-2
COc1ccc(S(=O)(=O)NCCc2c(C)nn(C)c2Oc2ccccc2)cc1,i,1,i,i,i,i,-6,i,i,i,2
CCN1C(=O)C(=O)N(CC(=O)c2[nH]c(C)c(C(C)=O)c2C)C1=O,i,-2,i,i,i,i,-9,i,i,i,0
O=c1[nH]c(/C=C\c2cccc(C(F)(F)F)c2)nc(O)c1[N+](=O)[O-],i,16,i,i,i,i,0,i,i,.,.
CCOc1ccc(N2CSC3=C(C#N)C(c4ccco4)CC(=O)N3C2)cc1 (stereo not drawn),i,8,i,i,i,i,-12,i,i,i,-2
CCCn1c(COc2ccccc2OC)nc2ccccc21,i,8,i,i,i,i,-12,i,i,i,5
Cn1nc2c(c1C(=O)N1CCCC(C(=O)c3cc(F)ccc3F)C1)CCCC2 (stereo not drawn),i,4,i,i,i,i,-7,i,i,i,-9
COC(=O)c1ccc(N2C(=O)c3ccc(OC)c(OC)c3C2=O)cc1,i,9,i,i,i,i,-5,i,i,i,-4
O=C(NCCc1nnc2ccc(NCc3ccc(F)cc3)nn12)c1ccccc1,i,-14,i,i,i,i,-12,i,i,i,-4
O=C(O)c1nn(-c2cccc(Cl)c2)c(=O)cc1O,i,-20,i,i,i,i,-4,i,i,i,1
CC(NC(=O)COC(=O)c1ccc2ccccc2n1)C1CC2CCC1C2 (stereo not drawn),i,8,i,i,i,i,-11,i,i,i,1
Cn1cc(CC(=O)NC2CCCCC2)c2ccccc21,i,-7,i,i,i,i,-4,i,i,i,-3
COc1ccc(C(=O)Nc2cc3c4c(c2)C(C)C(=O)N4CCC3)cc1 (stereo not drawn),i,-7,i,i,i,i,-7,i,i,i,8
CN1CCc2c(sc(NC(=O)CS(=O)(=O)c3ccc(F)cc3)c2C(N)=O)C1,i,20,i,i,i,i,-11,i,i,i,5
COc1cc(/C=N/NC(=S)Nc2cccc(S(=O)(=O)N(C)C)c2)cc(OC)c1O,i,-6,i,i,i,i,-8,i,i,i,.
COC(=O)c1sccc1NC(=O)C1CC=CCC1C(=O)O (stereo not drawn),i,1,i,i,i,i,-9,i,i,i,-6
COc1ccc(CNC(=O)Nc2ccc3c(c2)N(C)C(=O)CS3)cc1,i,4,i,i,i,i,-11,i,i,i,3
COc1ccc(C2CC(c3cccs3)=NN2c2ccccc2)cc1 (stereo not drawn),i,12,i,-11*,i,i,-13,i,i,i,-7
CCCn1c(=N)n(CC(=O)OCC)c2ccccc21,i,-4,i,i,i,i,-2,i,i,i,-1
Cc1cc(=O)oc2cc(NS(=O)(=O)c3ccc(F)cc3)ccc12,i,-4,i,i,i,i,-4,i,i,i,-396
Nc1nonc1C(=O)OCC(=O)N1CCOCC1,i,0,i,i,i,i,-6,i,i,i,1
CC[n+]1c(/C=C/N(C)c2ccccc2)oc2ccc(Cl)cc21,i,-5,i,i,i,i,-20,i,i,i,3
C=C(C)Cn1c(C)cc(C)c(S(=O)(=O)c2ccc(C)cc2)c1=O,i,13,i,-7.2*,i,i,-6,i,i,i,13
Cc1nc2ccccc2n1CC(=O)N/N=C/c1cccnc1,i,-3,i,i,i,i,-8,i,i,i,2
OC(Cc1ccncc1)(c1ccccc1)c1ccccc1,i,2,i,i,i,i,-5,i,i,i,0
O=C(Cn1c(=O)oc2cc(S(=O)(=O)N3CCCC3)ccc21)Nc1cccc(C(F)(F)F)c1,i,1,i,i,i,i,-4,i,i,i,2
Cc1ccc(NC(=O)/C=C/c2ccc([N+](=O)[O-])s2)c(C)c1,i,5,i,i,i,i,-5,i,i,i,-1
COc1cc(CNC(C)C)c(Br)cc1OC1CCCC1,i,0,i,i,i,i,-11,i,i,i,4
CCC(CC)NC(=O)c1cccc(NC(=O)C(C)C)c1,i,-2,i,i,i,i,-3,i,i,i,-6
COc1ccc(C(=O)NC(C(=O)N2CCN(c3ccccc3O)CC2)C(C)C)cc1 (stereo not drawn),i,7,i,i,i,i,-7,i,i,i,4
CCOC(=O)c1c(-c2cccc([N+](=O)[O-])c2)csc1NC(=O)C1CCCCC1,i,4,-9.2*,i,i,i,-3,i,i,i,2
Cn1c(=O)c2c(nc(N3CCN(c4ccccc4)CC3)n2CCCc2ccccc2)n(C)c1=O,i,16,i,i,i,i,-8,i,i,i,-1
CC(=O)N1CCN(c2ccc(NC(=O)c3ccc([N+](=O)[O-])o3)cc2Cl)CC1,i,24,i,i,i,i,-7,i,i,i,1
COc1ccc(NC(=O)C2CCCN(c3cnccn3)C2)cc1 (stereo not drawn),i,-2,i,i,i,i,-4,i,i,i,-1
O=C(COc1ccc(Cl)cc1Cl)Nc1ccccc1NS(=O)(=O)c1cccs1,i,23,i,i,i,i,-7,i,i,i,1
CC(C)N1CCC(N2CCN(Cc3cc4c(cc3Cl)OCO4)CC2CCO)CC1 (stereo not drawn),i,-5,i,i,i,i,-8,i,i,i,5
COc1ccccc1-c1nc2ccccc2nc1-c1ccccc1,i,-8,i,i,i,i,-7,i,i,i,6
O=C(Oc1cccc(-c2cnc3ccccc3n2)c1)c1ccco1,i,-4,i,i,i,i,-6,i,i,i,3
O=S(=O)(c1cccc(C(F)(F)F)c1)N(CCCN1CCOCC1)Cc1cccs1,i,-1&-4,i,i,i,i,-10&-11,i,i,i,2&7
Cc1cc(C(=O)NC2CC(C)(C)Cc3c2cnn3-c2ccccc2)n(C)n1 (stereo not drawn),i,4,i,i,i,i,-10,i,i,i,-10
Cc1cc(C)n(CC(=O)N/N=C/c2cccc([N+](=O)[O-])c2)n1,i,-1,i,i,i,i,2,i,i,i,-9
CS(=O)(=O)N(CC(=O)NC1CCCCC1)Cc1ccc(F)cc1,i,1,i,i,i,i,-10,i,i,i,-2
Cc1ccc(Cn2nnc3c(=O)n(CC(=O)NCc4ccc5c(c4)OCO5)cnc32)cc1,i,-7,i,i,i,i,-1,i,i,i,5
O=C1OC(Cc2ccccn2)C(O)=C1C1=NCCCCN1 (stereo not drawn),i,1,i,i,i,i,-2,i,i,i,2
CC1CCN(C(=O)c2ccc(S(=O)(=O)N(C)C)cc2)C(C)C1 (stereo not drawn),i,3,i,i,i,i,-9,i,i,i,-1
S=C(Nc1cccc(Cl)c1Cl)Nn1cnnc1,i,-4,i,i,i,i,-6,i,i,i,11
Cc1ccc(S(=O)(=O)NC(=O)COc2ccccc2)cc1,i,0,i,i,i,i,-8,i,i,i,-3
CCN(CC)CCNC(=O)c1cc(-c2cccnc2)nc2ccc(S(=O)(=O)N3CCC(C)CC3)cc12,i,0,i,i,i,i,-7,i,i,i,3
CCOc1ccccc1NC(=O)c1cc(=O)c2ccccc2o1,i,13,i,i,i,i,-2,i,i,i,-1
CC1CCN(S(=O)C23CC4CC(CC(C4)C2)C3)CC1 (stereo not drawn),i,-6,i,i,i,i,-10,i,i,i,1
CCOc1ccc(C(=O)N/N=C/c2cccc3cccnc23)cc1,i,3,i,i,i,i,-8,i,i,i,3
FC(F)(F)c1ccccc1NC(=S)N1CCN(Cc2ccc3c(c2)OCO3)CC1,i,0,i,i,i,i,-10,i,i,i,3
Cc1ccc(S(=O)(=O)NC2CCCCC2)c2nsnc12,i,0,i,i,i,i,-7,i,i,i,2
O=C(CC1NCCNC1=O)Nc1ccc2c(c1)OCO2 (stereo not drawn),i,10,i,i,i,i,-3,i,i,i,2

# Carrying on.
SMILES,TMEM16A act,SKKanGAS inh,RGS4 act,KCNK9 inh,KCNQ1 inh,KCNK3 inh,hERG protect,KCNQ1 pot,RGS4 inh,ANO1 block,HDAC3 inhib
O=C(CNC(=O)c1ccc(Br)cc1)N=Nc1c(O)[nH]c2ccc([N+](=O)[O-])cc12,i,8,i,i,i,i,-3,i,i,i,2
O=C(Nc1ccc(F)cc1)c1ccc(-n2ccnc2)nc1,i,0,i,i,i,i,-9,i,i,i,6
COc1cc(C(=O)Nc2scc(-c3ccc(Br)cc3)c2C(=O)O)cc(OC)c1OC,i,37,i,i,8*,-9.7*,-25,i,i,100*,-12
Cc1ccc(-n2c(=O)[nH]c3c(C(N)=O)nc(C(C)C)nc32)cc1,i,16,i,i,i,i,-3,i,i,i,3
COc1ccccc1Nc1nc2ccccc2n2cnnc12,i,1,i,i,i,i,-8,i,i,i,0
O=C(OCC(O)COc1ccccc1)c1ccc([N+](=O)[O-])cc1 (stereo not drawn),i,0,i,i,i,i,-6,i,i,i,-5
Cc1sc2nc(C(C)C)nc(SCC(=O)N3CCN(C(=O)c4ccco4)CC3)c2c1C,i,9,i,i,i,i,-2,i,i,i,2
Cc1[nH]c(=O)[nH]c(=O)c1S(=O)(=O)N1CCCc2ccccc21,i,-7,i,i,i,i,-5,i,i,i,-5

# One compound at a time, from the list above. Values in the order: TMEM16A act | SKKanGAS inh | RGS4 act | KCNK9 inh | KCNQ1 inh | KCNK3 inh | hERG protect | KCNQ1 pot | RGS4 inh | ANO1 block | HDAC3 inhib
# Record of O=C(Nc1ccc(F)cc1)c1ccc(-n2ccnc2)nc1 → i | 0 | i | i | i | i | -9 | i | i | i | 6
# Record of Cc1sc2nc(C(C)C)nc(SCC(=O)N3CCN(C(=O)c4ccco4)CC3)c2c1C → i | 9 | i | i | i | i | -2 | i | i | i | 2
